From PubChem
PP1 inh: PP1-alpha (human) inhibition in PP5 counter-screen. AID 2235. purified PP1alpha, OMFP fluorescence. 320,000 tested, 0.9% active. inhibition, % at 6.7 µM. P62136;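 active = inhibition above the mean inhibition of all tested compounds plus 3 SD, computed separately for each screening campaign, cut at about 15% in these data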
Target sequence (P62136 whole entry, looked up): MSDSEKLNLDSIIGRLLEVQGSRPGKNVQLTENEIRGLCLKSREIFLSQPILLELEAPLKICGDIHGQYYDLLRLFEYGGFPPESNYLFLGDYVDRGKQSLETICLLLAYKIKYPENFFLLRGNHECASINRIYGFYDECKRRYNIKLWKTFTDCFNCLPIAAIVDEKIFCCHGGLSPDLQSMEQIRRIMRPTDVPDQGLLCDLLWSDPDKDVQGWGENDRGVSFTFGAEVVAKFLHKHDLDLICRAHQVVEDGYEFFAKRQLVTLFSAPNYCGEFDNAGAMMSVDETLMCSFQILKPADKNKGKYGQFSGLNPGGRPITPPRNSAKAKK
core dimer inh: HCV core protein dimerization inhibition. 300,000 tested, 0.33% active. TR-FRET GST/Flag-core106 dimerization, 1536-well. inhibition, % at 5 µM;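 active = inhibition above the mean of all tested compounds plus 3 SD, set per screening campaign, cut at about 45% in these data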
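System: GST/Flag-tagged HCV core106 proteins. Incubation: compound-protein-antibody incubation 4 h at 22.5 °C. Technique: HTRF with 340 nm excitation, 617/671 nm emission. Medium: KF-containing HEPES buffer, pH 7.45, DTT, CHAPS, BSA. Read-out: inhibition (%) from 671 over 617 nm ratio. Also added: Eu(K)-anti-GST 90 ng/mL plus XL665-anti-Flag 1 µg/mL.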
TPT1 inhibitor: inhibitors of Candida albicans tRNA 2'-phosphotransferase TPT1 | recombinant caTPT1, FP RNA substrate dephosphorylation | inhibition, % at 5 µM | 300,000 tested, 0.81% active;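 active = inhibition above the mean of all tested compounds plus 3 SD, set per screening campaign, cut at about 24% in these data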;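 note: plate controls were DMSO alone for no effect and ferristatin control at 100 nM for full effect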
AHR act: activates the human aryl hydrocarbon receptor; P35869; AHR-responsive luciferase reporter cells, luminescence; activation, % at 5 µM; 320,000 tested, 2.5% active; in the data active = activation above about 47%;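 note: 0% = vehicle wells and 100% = reference agonist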
PAFAH2 inh: PAFAH2 (human) inhibition | Q99487 | recombinant PAFAH2, FP-rhodamine activity probe, fluorescence polarization | inhibition, % at 3.39 µM | 340,000 tested, 0.99% active | AID 492956;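 active = inhibition above the mean over all tested compounds plus 3 SD, cut at about 30% in these data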;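 note: inhibitors block probe labeling of enzyme so polarization drops; 0% = enzyme with DMSO and 100% = wells lacking PAFAH2 protein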
CTSL1 counter: counter-screen for PFM18AAP inhibitors: inhibitors of F. hepatica cathepsin L1. recombinant F. hepatica cathepsin L1, Z-Leu-Arg-MCA fluorescence. inhibition, % at 5.96 µM. 300,000 tested, 0.49% active. AID 1906;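 active = inhibition above the mean of all tested compounds plus 3 SD, set per screening campaign, cut at about 17% in these data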;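 note: 0% = plate median of test compound wells and 100% = 1 µM Z-Phe-Ala-diazomethylketone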
PP5 primary: blocks human protein phosphatase 5 activity; P53041; purified PP5c, OMFP substrate fluorescence; inhibition, % at 6.7 µM; 320,000 tested, 0.18% active; AID 1987;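 active = inhibition above the campaign's mean inhibition across all tested compounds plus 3 SD, cut at about 9.5% in these data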;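 note: 0% = DMSO only and 100% = 100 µM cantharidin control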
proCasp3 act: activates human procaspase-3 | P42574 | recombinant procaspase-3 D3A, Ac-DEVD-pNA absorbance 405 nm | activation, % at 8.5 µM | 330,000 tested, 0.11% active | AID 463141;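 active = activation above the mean of all tested compounds plus 3 SD, cut at about 21% in these data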;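 note: 0% = DMSO alone and 100% = DMSO wells spiked with extra 5 µM PC-3 D3A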
Target sequence (P42574 whole entry D9A/D28A/D175A): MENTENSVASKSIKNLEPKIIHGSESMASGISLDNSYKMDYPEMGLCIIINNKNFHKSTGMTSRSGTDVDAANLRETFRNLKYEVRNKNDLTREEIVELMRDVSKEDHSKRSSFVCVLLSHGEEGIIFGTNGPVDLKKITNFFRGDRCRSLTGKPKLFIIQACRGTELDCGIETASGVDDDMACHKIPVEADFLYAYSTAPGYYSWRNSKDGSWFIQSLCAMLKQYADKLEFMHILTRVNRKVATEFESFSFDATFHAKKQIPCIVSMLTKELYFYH
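Assay system: Autoprocessing-dead procaspase-3 D3A mutant enzyme; also added: Ac-DEVD-pNA; doses: one concentration, 8.5 µM nominal, 0.8% DMSO; times: 1 h compound preincubation, 2 h substrate hydrolysis at 25 °C; technique: 405 nm absorbance of p-nitroaniline, reads at 0 and 120 min; measure: % activation between DMSO and enzyme-spiked controls; repeats: single replicate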
procasp7 counter: counter-screen: procaspase-7 (human) activation; P55210; recombinant procaspase-7, Ac-DEVD-pNA absorbance 405 nm; D23A/D198A/D206A triple mutant, cannot self-cleave; scale: DMSO 0, 5 µM enzyme 100; activation, % at 8.5 µM; 330,000 tested, 0.093% active;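 active = percent activation above the screen-wide mean plus 3 SD, cut at about 25% in these data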
Target sequence (P55210 whole entry D23A/D198A/D206A): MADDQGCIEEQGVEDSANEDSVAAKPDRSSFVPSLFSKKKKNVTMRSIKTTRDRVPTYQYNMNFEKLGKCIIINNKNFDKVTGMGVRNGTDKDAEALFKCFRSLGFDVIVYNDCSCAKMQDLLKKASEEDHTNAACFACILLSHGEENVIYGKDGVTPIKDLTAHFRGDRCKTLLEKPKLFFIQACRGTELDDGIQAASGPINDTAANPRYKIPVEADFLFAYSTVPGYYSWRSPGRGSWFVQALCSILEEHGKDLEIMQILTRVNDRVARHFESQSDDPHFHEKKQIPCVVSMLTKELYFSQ
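System: Procaspase-7 triple mutant (PC-7 D3A); measure: % activation from two-timepoint absorbance difference, scaled to controls; times: 1 h compound preincubation, 2 h substrate cleavage, 25 °C; also added: Ac-DEVD-pNA substrate, 400 µM as added; measured by: Epi-absorbance of released pNA at 405 nm, two timepoints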
Starred values were filed as active, the others as inactive.

Cc1oc(-c2cccc(Cl)c2)nc1CN1CCC(C(=O)NCC2CCCO2)CC1 (stereo not drawn) was read as PP1 inh -4, core dimer inh -2, TPT1 inhibitor 2, AHR act -2, PAFAH2 inh 3, CTSL1 counter 1, PP5 primary 2.3, proCasp3 act -2 and procasp7 counter 11.
`COC(=O)CSc1nnc(CNc2nc(-c3ccccc3)cs2)n1C` gave PP1 inh 1, core dimer inh 8, TPT1 inhibitor 2, AHR act 4, PAFAH2 inh 4, CTSL1 counter -5, PP5 primary -0.2, proCasp3 act 5 and procasp7 counter -7.
Screening Cc1ccc(N2C(=O)N(CC(=O)N(C)Cc3ccccc3)C(=O)C2C)cc1 (stereo not drawn) returned PP1 inh -1, core dimer inh -4, TPT1 inhibitor -1, AHR act -3, PAFAH2 inh -2, CTSL1 counter -3, PP5 primary 1.8, proCasp3 act 2 and procasp7 counter 3.
Screening COCCCn1c(SCC(=O)N2CCCC(C)C2)nnc1-c1ccco1 (stereo not drawn) returned PP1 inh 3, core dimer inh -4, TPT1 inhibitor 2, AHR act 3, PAFAH2 inh 7, CTSL1 counter -2, PP5 primary 2.8, proCasp3 act 4 and procasp7 counter -10.
COc1ccc(NC(=O)CSc2nc3c([nH]c4ccccc43)c(=O)n2C)c(OC)c1 was read as PP1 inh -1, core dimer inh 5, TPT1 inhibitor 3, AHR act 22, PAFAH2 inh -2, CTSL1 counter 0, PP5 primary 3.9, proCasp3 act -3 and procasp7 counter 6.
For Cc1cc(C(F)(F)F)n2nc(C(=O)O)c(Cl)c2n1 the results were PP1 inh -1, core dimer inh -3, TPT1 inhibitor -1, AHR act -1, PAFAH2 inh -7, CTSL1 counter 2, PP5 primary 0.8, proCasp3 act -5 and procasp7 counter -1.
Screening CCOC(=O)c1sc(C)c2c1NC(C)(c1ccccc1)NC2=O (stereo not drawn) returned PP1 inh 0, core dimer inh 6, TPT1 inhibitor -7, AHR act -1, PAFAH2 inh -1, CTSL1 counter 0, PP5 primary 2.9, proCasp3 act -1 and procasp7 counter 2.
For Cc1ccc(C(=O)OCC(=O)NC(=O)c2ccc(C(C)(C)C)cc2)c(O)c1 the results were PP1 inh -9, core dimer inh -2, TPT1 inhibitor -4, AHR act -1, PAFAH2 inh 2, CTSL1 counter -1, PP5 primary -0.6, proCasp3 act -4 and procasp7 counter 5.
For CCN(CC)c1ccc(/C=C/C(=O)c2ccc(Br)cc2)cc1 the results were PP1 inh -13, core dimer inh -1, TPT1 inhibitor 97*, AHR act 0, PAFAH2 inh -14, CTSL1 counter 2, PP5 primary -11, proCasp3 act -18 and procasp7 counter -5.
`CCOC(=O)Cc1c(C)nc2c(-c3ccccc3)c(C)[nH]n2c1=O` gave PP1 inh -10, core dimer inh -1, TPT1 inhibitor 0, AHR act -1, PAFAH2 inh -2, CTSL1 counter 4, PP5 primary 1.5, proCasp3 act -3 and procasp7 counter 1.

Reprinted at random: 2 entries already listed
Screening Cc1ccc(N2C(=O)N(CC(=O)N(C)Cc3ccccc3)C(=O)C2C)cc1 (stereo not drawn) returned PP1 inh -1, core dimer inh -4, TPT1 inhibitor -1, AHR act -3, PAFAH2 inh -2, CTSL1 counter -3, PP5 primary 1.8, proCasp3 act 2 and procasp7 counter 3.
For CCN(CC)c1ccc(/C=C/C(=O)c2ccc(Br)cc2)cc1 the results were PP1 inh -13, core dimer inh -1, TPT1 inhibitor 97*, AHR act 0, PAFAH2 inh -14, CTSL1 counter 2, PP5 primary -11, proCasp3 act -18 and procasp7 counter -5.

The main list resumes with the two entries that preceded the break.
For CCN(CC)c1ccc(/C=C/C(=O)c2ccc(Br)cc2)cc1 the results were PP1 inh -13, core dimer inh -1, TPT1 inhibitor 97*, AHR act 0, PAFAH2 inh -14, CTSL1 counter 2, PP5 primary -11, proCasp3 act -18 and procasp7 counter -5.
`CCOC(=O)Cc1c(C)nc2c(-c3ccccc3)c(C)[nH]n2c1=O` gave PP1 inh -10, core dimer inh -1, TPT1 inhibitor 0, AHR act -1, PAFAH2 inh -2, CTSL1 counter 4, PP5 primary 1.5, proCasp3 act -3 and procasp7 counter 1.
`O=C1c2ccccc2C(Nc2ccc3c(c2)OCCO3)N1c1ccccn1` (stereo not drawn) gave PP1 inh 0, core dimer inh 4, TPT1 inhibitor 1, AHR act 7, PAFAH2 inh 2, CTSL1 counter 4, PP5 primary 0.1, proCasp3 act 0 and procasp7 counter 7.
For CCOC(=O)C1(Cc2ccccc2)CCN(Cc2ccc3c(c2)OCCO3)CC1 the results were PP1 inh -3, core dimer inh -2, TPT1 inhibitor -5, AHR act 0, PAFAH2 inh 3, CTSL1 counter 1, PP5 primary 0.5, proCasp3 act -5 and procasp7 counter 5.
COCCOCCn1cnc2ccccc21 was read as PP1 inh 0, core dimer inh -4, TPT1 inhibitor 1, AHR act 1, PAFAH2 inh 3, CTSL1 counter 0, PP5 primary 0.3, proCasp3 act 3 and procasp7 counter -6.
CCO[C@H]1OC(C(=O)O)=C[C@@H](C)[C@@H]1CCCO was read as PP1 inh 4, core dimer inh -3, TPT1 inhibitor 0, AHR act 1, PAFAH2 inh -6, CTSL1 counter -2, PP5 primary 2.3, proCasp3 act -9 and procasp7 counter 4.
For Cc1ccc(C(=O)COC(=O)CN2C(=O)C3C4C=CC(C4)C3C2=O)cc1C (stereo not drawn) the results were PP1 inh -2, core dimer inh -2, TPT1 inhibitor -4, AHR act 0, PAFAH2 inh 0, CTSL1 counter 1, PP5 primary -0.2, proCasp3 act -3 and procasp7 counter 8.
Screening Cc1cccc(-n2c(O)c(C=Nc3ccccc3O)c3ccccc3c2=O)n1 returned PP1 inh -1, core dimer inh -10, TPT1 inhibitor 1, AHR act -8, PAFAH2 inh 0, CTSL1 counter 2, PP5 primary 1.4, proCasp3 act -13 and procasp7 counter -19.
For COC1CCCCC1Nc1ccc(C)c(C)c1 (stereo not drawn) the results were PP1 inh -1, core dimer inh -3, TPT1 inhibitor -3, AHR act 2, PAFAH2 inh 3, CTSL1 counter 4, PP5 primary -0.6, proCasp3 act 2 and procasp7 counter -18.
Screening CC(=O)Oc1ccccc1C(=O)Oc1ccccc1C(=O)O returned PP1 inh 1, core dimer inh 7, TPT1 inhibitor 0, AHR act -3, PAFAH2 inh -1, CTSL1 counter -2, PP5 primary -0.6, proCasp3 act 11 and procasp7 counter -4.
CCOC(=O)C1=NN(c2ccc(C)cc2)CC1C(=O)OC (stereo not drawn) was read as PP1 inh 1, core dimer inh 4, TPT1 inhibitor 0, AHR act 1, PAFAH2 inh -1, CTSL1 counter 0, PP5 primary 0.3, proCasp3 act -2 and procasp7 counter 0.
CC(=O)Nc1ccc(N(C(=O)CNC(=O)c2cccs2)C(C(=O)NCC2CCCO2)c2ccccc2)cc1 (stereo not drawn) was read as PP1 inh -1, core dimer inh -8, TPT1 inhibitor 2, AHR act 9, PAFAH2 inh -5, CTSL1 counter -1, PP5 primary 1.2, proCasp3 act 3 and procasp7 counter 4.
For COc1cccc(CN(C)C(=O)CCN(c2ccccc2)S(=O)(=O)c2ccc(C)cc2)c1OC the results were PP1 inh -2, core dimer inh 1, TPT1 inhibitor -1, AHR act -2, PAFAH2 inh -3, CTSL1 counter -8, PP5 primary 2.3, proCasp3 act 3 and procasp7 counter 7.
Screening CC(=O)c1cccc(NC(=O)c2ccc(N(C)S(=O)(=O)c3ccc(C)cc3)cc2)c1 returned PP1 inh -6, core dimer inh 10, TPT1 inhibitor 0, AHR act 48*, PAFAH2 inh -10, CTSL1 counter 6, PP5 primary -3.0, proCasp3 act 4 and procasp7 counter -12.
Screening CCN1CCN(c2cc(=O)n(Cc3ccc(F)cc3)c(=O)[nH]2)CC1 returned PP1 inh -3, core dimer inh -11, TPT1 inhibitor -2, AHR act -2, PAFAH2 inh -7, CTSL1 counter 3, PP5 primary 3.6, proCasp3 act 7 and procasp7 counter 6.
For Cc1csc(=O)n1CCC(=O)OCc1nnc(-c2ccccc2)o1 the results were PP1 inh -7, core dimer inh 4, TPT1 inhibitor -1, AHR act 1, PAFAH2 inh 3, CTSL1 counter -13, PP5 primary -1.2, proCasp3 act 4 and procasp7 counter -6.
`CNC(=O)CCc1ccc(OC)cc1` gave PP1 inh -2, core dimer inh -2, TPT1 inhibitor 4, AHR act 2, PAFAH2 inh -7, CTSL1 counter 5, PP5 primary 0.2, proCasp3 act 1 and procasp7 counter -5.
O=C(NC1CCCC1)c1cc(S(=O)(=O)N2CCCC2)ccc1Cl was read as PP1 inh 2, core dimer inh 0, TPT1 inhibitor 1, AHR act -1, PAFAH2 inh 5, CTSL1 counter 4, PP5 primary 0.1, proCasp3 act -7 and procasp7 counter -2.
Screening CCO/C=N/c1c(C#N)c(CC#N)nn1-c1ccccc1 returned PP1 inh -5, core dimer inh 1, TPT1 inhibitor 4, AHR act 5, PAFAH2 inh 8, CTSL1 counter -1, PP5 primary -2.3, proCasp3 act 6 and procasp7 counter -6.
Screening CCCNC(=O)c1onc(CSc2nc3ccccc3[nH]2)c1C(=O)NCCC returned PP1 inh 3, core dimer inh 10, TPT1 inhibitor 0, AHR act 0, PAFAH2 inh 4, CTSL1 counter 0, PP5 primary 0.1, proCasp3 act 3 and procasp7 counter 2.
`O=S1(=O)CCOCCCN1Cc1ccccc1F` gave PP1 inh 1, core dimer inh -8, TPT1 inhibitor 1, AHR act 3, PAFAH2 inh 10, CTSL1 counter -2, PP5 primary -3.3, proCasp3 act 1 and procasp7 counter 2.
For NC(=O)c1c(NC(=O)CSc2nnc(-c3ccco3)n2-c2ccccc2)sc2c1CCC2 the results were PP1 inh 12, core dimer inh 72*, TPT1 inhibitor 13, AHR act -1, PAFAH2 inh 11, CTSL1 counter 2, PP5 primary -0.1, proCasp3 act 1 and procasp7 counter 1.
CCOC(=O)Cc1nc2ccccc2n(CC#N)c1=O was read as PP1 inh 2, core dimer inh 0, TPT1 inhibitor 2, AHR act 11, PAFAH2 inh 0, CTSL1 counter 11, PP5 primary -1.6, proCasp3 act -3 and procasp7 counter 7.
`Cc1cc(C(=O)Nc2cccnc2Cl)on1` gave PP1 inh -4, core dimer inh -3, TPT1 inhibitor 3, AHR act -5, PAFAH2 inh 7, CTSL1 counter -2, PP5 primary 0.9, proCasp3 act -2 and procasp7 counter 0.

This is a random part of the collection; overall some 5.6% were active at least once.
